Screening data from PubChem.
FAS-TE inh: FAS thioesterase domain inhibitors, primary screen, biochemical, fluorescence intensity, uHTS. Fatty acid synthase (Homo sapiens), P49327. recombinant FAS-TE, OMFH fluorogenic substrate, fluorescence endpoint. inhibition, % at 15 µM. 360,000 tested, 0.67% active;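 active = compounds whose normalised, plate-corrected inhibition of enzyme fluorescence in the single-dose primary screen is 50% or more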;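 note: 0% = DMSO with enzyme and 100% = substrate without enzyme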
MT1-MMP act inh: blockers of MT1-MMP proenzyme processing, primary screen, HT1080 RFP-PRO-GFP cells, GFP/RFP fluorescence | Matrix metalloproteinase-14 (Homo sapiens), P50281 | 360,000 tested, 0.061% active | GFP/RFP ratio change, % at 20 µM | GFP/RFP ratio fluorescence, overnight; percent of plate control window, DMSO zero | AID 651647, 2012;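 active = GFP/RFP ratio change of at least 30% with cell ATP level not reduced by more than half and red fluorescence within 50% of control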; note: strong numbers were not always called active
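Read-out: GFP/RFP fluorescence ratio; Test system: RFP-PRO-GFP reporter HT1080 cells; Compound dosing: single-point 20 µM compound, 1% DMSO; Times: overnight compound exposure at 37 °C.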
MsrA inh: bovine MsrA enzyme inhibitors, primary screen, biochemical, absorbance, HTS; Methionine sulfoxide reductase A (Bos taurus); purified bovine MsrA, absorbance read-out; inhibition, % at 15.5 µM; 360,000 tested, 0.75% active; AID 651718, 2012; in the data active = inhibition above about 4.5%;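 note: 0% = vehicle wells with enzyme and 100% = reference inhibitor wells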
SKN-1 inh: suppressors of acrylamide-induced Pgst-4::GFP reporter in worms, primary screen, SKN-1 inhibitor project, whole organism, uHTS, GFP/RFP fluorescence ratio, strain VP596 | C. elegans VP596 Pgst-4::GFP/RFP ratio, 24 h | inhibition, % at 21.8 µM | 360,000 tested, 0.49% active | AID 624304, 2012;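 active = interference check ratio from 0.5 to 1.5 plus GFP to RFP signal ratio inhibition reaching or exceeding a fixed threshold, cut at about 30% in these data, passing the limit was not always enough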; note: some compounds called inactive have numbers as strong as hits
E coli Lon inh: inhibitors of E. coli Lon protease, primary screen, biochemical, fluorescence polarization | 360,000 tested, 0.42% active | P0A9M0 | inhibition, % at 7.94 µM | purified E. coli Lon protease | AID 602123, 2011; in the data active = inhibition above about 13%, passing the limit was not always enough;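 note: 0% = enzyme with probe and DMSO and 100% = no enzyme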
Target sequence (P0A9M0 whole entry, looked up): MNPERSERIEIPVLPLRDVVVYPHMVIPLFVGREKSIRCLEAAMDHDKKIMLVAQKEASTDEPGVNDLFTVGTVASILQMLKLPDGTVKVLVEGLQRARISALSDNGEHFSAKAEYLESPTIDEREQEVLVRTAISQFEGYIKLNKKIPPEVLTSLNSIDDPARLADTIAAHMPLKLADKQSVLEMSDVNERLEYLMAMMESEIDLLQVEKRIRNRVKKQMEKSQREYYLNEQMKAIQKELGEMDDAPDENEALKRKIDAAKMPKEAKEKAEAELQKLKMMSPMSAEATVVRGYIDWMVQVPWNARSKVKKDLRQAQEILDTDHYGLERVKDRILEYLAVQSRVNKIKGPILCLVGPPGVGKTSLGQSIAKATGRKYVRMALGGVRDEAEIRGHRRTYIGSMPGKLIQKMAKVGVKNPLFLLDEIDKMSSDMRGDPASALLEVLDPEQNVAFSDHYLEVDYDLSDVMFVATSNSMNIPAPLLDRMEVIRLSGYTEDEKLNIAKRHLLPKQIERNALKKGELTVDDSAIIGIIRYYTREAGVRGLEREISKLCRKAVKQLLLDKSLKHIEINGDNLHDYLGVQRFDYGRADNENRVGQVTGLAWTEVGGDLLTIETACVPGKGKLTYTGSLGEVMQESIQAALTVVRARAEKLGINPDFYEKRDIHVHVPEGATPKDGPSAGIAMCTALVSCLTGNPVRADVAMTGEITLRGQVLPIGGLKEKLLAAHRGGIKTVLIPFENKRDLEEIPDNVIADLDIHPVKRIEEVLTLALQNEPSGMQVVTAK
bovine MsrA act: bovine MsrA enzyme activators, primary screen, biochemical, absorbance, HTS; purified bovine MsrA, absorbance read-out; Methionine sulfoxide reductase A (Bos taurus); activation, % at 10.6 µM; 360,000 tested, 0.3% active; in the data active = activation above about 7.5%;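 note: 0% = vehicle and 100% = reference activator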
CendR NRP1 mod: modulators of CendR peptide binding to NRP-1, primary screen, biochemical, fluorescence polarization, uHTS | Neuropilin-1 (Homo sapiens), O14786 | 360,000 tested, 0.85% active | inhibition, % at 25 µM | FAM-RPARPAR peptide binding to NRP-1;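 active = inhibition or corrected inhibition above about 18%, plus a signal ratio from 0.5 to 1.5, limit read from the data, passing the limit was not always enough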; note: strong numbers were not always called active
TbMetRS inhib: T. brucei MetRS inhibitors, primary screen, biochemical, luminescence; AID 624268, 2012; inhibition, % at 11.9 µM; methionyl-tRNA synthetase (Trypanosoma brucei brucei); purified T. brucei MetRS, ATP depletion, Kinase-Glo luminescence; 360,000 tested, 0.4% active;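 active = inhibition above a per-plate cutoff of the control wells' mean inhibition plus 3 SD, cut at about 5.5% in these data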;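 note: 0% = DMSO wells median and 100% = median of wells with control inhibitor compound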
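Material – parasite MetRS enzyme · Medium – HEPES-MgCl2-KCl buffer plus DTT, spermine, BSA, pyrophosphatase · Reagent – ATP, methionine and E. coli bulk tRNA substrates · Times – 15 min enzyme-compound preincubation, 2 h reaction, 10 min detection, 25 °C · Measured by – luminescence of leftover ATP · Evaluation – percent inhibition relative to median high and low control wells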
PABP1 MLLE inh: inhibitors of PABP1 MLLE–PAM2 peptide binding, primary screen, biochemical, fluorescence polarization, FITC-PAM2, GST-MLLE; 360,000 tested, 0.36% active; inhibition, % at 20 µM; in the data active = inhibition above about 35%, passing the limit was not always enough;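 note: plate controls were DMSO wells with GST-MLLE for no effect and wells lacking GST-MLLE protein for full effect; some results filed as inactive read as strong as hits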
The depositor's hits bear a star; . = no result given.

SMILES	FAS-TE inh	MT1-MMP act inh	MsrA inh	SKN-1 inh	E coli Lon inh	bovine MsrA act	CendR NRP1 mod	TbMetRS inhib	PABP1 MLLE inh
CN(C)CCNC(=O)C(=O)Nc1ccc2c(c1)N(S(=O)(=O)c1cccs1)CCC2	-6.7	-4.8	-1.6	8.1	-2.3	-1.4	-5.8	-0.4	-1.9
Cc1ccccc1Nc1n[nH]c(C)c1[N+](=O)[O-]	-11.7	-1.1	2.0	3.4	-2.0	-4.4	22.5	-0.1	-2.2
CC(C)NC(=O)c1ccc(COc2cccc3ccccc23)o1	-13.8	-6.7	0.0	2.7	-9.3	-1.1	-25.0	0.4	-12.7
Cc1c(C(=O)OCC(=O)N(CCC#N)c2ccccc2)oc2c1ccc1ccccc12	23.7	4.4	0.0	10.1	3.4	0.9	0.8	0.3	-7.0
O=C(Nc1ccc(Cl)cc1C(=O)Nc1ccccn1)c1ccco1	-0.9	-7.2	1.4	11.6	-4.1	-4.1	-2.6	0.0	-3.7
CC1CCCCC12NC(=O)N(CC(=O)Nc1ccc(N3CCOCC3)cc1)C2=O (stereo not drawn)	-10.2	4.8	-1.8	0.7	12.6	-1.0	13.2	0.2	-15.7
COc1ccc(/C=C/C(=O)N2CCNC(=O)C2)c(OC)c1	-10.0	0.3	4.8*	-3.7	-13.0	-8.8	2.5	-1.1	-3.6
Nc1nnn(CC(=O)N/N=C/c2cccc(Cl)c2)n1	-5.0	4.2	-1.1	15.4	6.3	-3.6	13.2	-0.5	1.2
Cc1cccc(NC(=O)c2nc[nH]c2C(=O)N(C)Cc2ccccc2)c1	3.8	9.3	-1.0	0.9	0.6	-1.1	-6.1	0.4	-9.2
CCCCCN(C(=O)CCC(=O)OCc1ccccc1C(F)(F)F)c1c(N)n(CCCC)c(=O)[nH]c1=O	2.4	-20.8	-1.3	-9.5	-5.7	-7.1	5.1	-0.7	4.5
COc1cc(/C=N/Nc2nc3ccccc3[nH]2)cc(OC)c1O	-7.4	7.0	5.1*	-1.8	-5.1	-6.8	-0.8	8.5*	-67.4
CCOC(=O)N/N=C/c1ccc(OCCSc2ccc(Cl)cc2)c(OCC)c1	1.2	1.8	-0.8	9.4	-1.6	-3.9	-3.2	0.1	4.5
COCCN(Cc1ccccc1)C(=O)C1CCN(S(=O)(=O)c2ccc3c(c2)OCCO3)CC1	7.9	1.5	-0.5	1.8	-8.4	-1.5	-1.9	0.4	15.5
CC(=O)c1ccc(NC(=S)NC(=O)CC(C)C)cc1	-7.0	-1.2	0.3	4.8	-1.2	-4.0	-3.1	-0.3	22.4
CC(OC(=O)C1=COCCO1)C(=O)NC1CCCC(C)C1C (stereo not drawn)	-3.4	1.2	0.3	6.8	2.3	-2.7	-0.7	-0.3	-0.6
COc1ccc(NC(=O)c2ccc(NC(=O)COC(=O)c3cnc(C)cn3)cc2)cc1	-5.5	6.7	-0.5	1.2	0.0	-1.9	8.4	-0.2	-73.3
COC(=O)C(NC(=O)c1c(C)nn(C)c1Cl)c1ccccc1 (stereo not drawn)	-2.4	1.2	1.2	5.9	0.3	-3.0	-6.1	-0.6	6.0
COc1ccccc1C(=O)N/C(=C/c1ccc(Br)cc1)C(=O)NCCO	-4.9	12.8	-0.9	-0.6	-4.8	-11.1	4.0	-1.6	-4.6
Fc1cccc2sc(Nc3nc4ccccc4s3)nc12	-4.0	4.1	1.7	18.7	11.5	-3.5	2.3	0.1	10.5
COc1ccc(Cl)cc1C(=O)Nc1ccc(S(N)(=O)=O)cc1	-7.3	2.3	-0.8	0.0	-10.5	-3.2	-4.9	0.2	-11.8
Cc1ccc(C2NCCS2)cc1 (stereo not drawn)	-5.3	-1.1	1.2	-10.5	-1.9	-3.0	0.5	0.1	25.9
O=C(CNC(c1ccccc1)c1ccccc1)Nc1ccccc1F	6.5	.	2.2	0.1	-5.6	-11.3	9.7	-1.5	-1.4
Cc1nc2ccsc2c(=O)n1-c1cccc(Cl)c1	-3.2	-3.0	-1.3	10.1	0.2	-2.9	-3.1	1.3	10.4
CCOc1ccc2nc(NCCCO)[nH]c2c1	-5.2	4.8	-0.6	10.7	-14.1	-2.9	-8.1	-0.3	-12.6
O=C(COc1ccc(S(=O)(=O)N2CCOCC2)cc1)Nc1ccccc1Cl	16.1	-1.6	-1.1	10.4	3.6	-2.0	8.7	-0.4	8.0

(listing goes on)
SMILES	FAS-TE inh	MT1-MMP act inh	MsrA inh	SKN-1 inh	E coli Lon inh	bovine MsrA act	CendR NRP1 mod	TbMetRS inhib	PABP1 MLLE inh
CCCC(=O)N1CCC1(C)C(=O)NS(=O)(=O)c1ccc(C(C)(C)C)cc1 (stereo not drawn)	-4.1	-3.1	-0.7	5.3	-10.9	-0.3	-11.9	-0.3	-14.8
Cc1[nH][nH]c(=O)c1C(c1ccc(O)c([N+](=O)[O-])c1)c1c(C)[nH][nH]c1=O	-5.4	-4.1	2.4	-9.8	-5.0	-3.5	-6.7	-0.2	-17.5
Cc1ccc(-n2nc(C)c(NC(=O)COC(=O)c3ccccc3NCCO)c2C)cc1	-3.9	5.4	1.2	7.6	-0.6	-2.2	-7.4	0.0	-13.0
CCc1nnc(N2C(=O)c3cccc4cccc(c34)C2=O)s1	-5.2	0.0	3.4	1.0	-2.6	-12.2	-6.6	-1.8	2.1
Cc1oc(-c2ccccc2)nc1CS(=O)CC(=O)O (stereo not drawn)	-1.8	-0.5	-0.2	3.7	-5.0	0.2	6.5	-0.1	37.0
COc1ccc(OC)c(NC(=O)COC(=O)c2ccc(S(=O)(=O)N3CCCCC3)cc2)c1	28.0	-0.6	0.7	2.3	3.9	-2.7	2.5	-0.1	13.8
O=C(CCCCCn1c(=O)[nH]c2ccccc2c1=O)NCCc1c[nH]c2ccccc12	-7.7	-0.7	-0.1	-3.3	5.8	-1.2	-2.3	-0.4	-6.1
COCCCNC(=O)C1CC(=O)N(c2ccc(C)cc2)C1 (stereo not drawn)	-10.8	2.0	0.2	-6.7	-7.4	0.5	-5.1	-0.4	-3.4
NS(=O)(=O)c1ccc(S(=O)(=O)N2CCCC(c3ccccc3)C2)cc1 (stereo not drawn)	1.4	4.9	1.2	14.6	-17.9	-6.8	3.1	-0.5	-6.7
Cc1ccc(S(=O)(=O)NCCN=Cc2ccc(N(C)C)cc2)cc1	-3.2	-2.9	4.9*	5.6	-5.8	-5.9	12.4	-0.2	-4.7
O=C(CN1CCc2ccccc21)Nc1ccc2c(c1)OCO2	-6.6	2.5	-1.2	-22.5	-0.9	-12.0	1.8	-0.6	-13.6
Cc1ccc(CN2CCN(C(=O)CCN3C(=O)c4ccccc4C3=O)CC2)cc1	-8.5	3.2	1.1	-8.5	3.6	-3.0	-14.4	-0.7	4.3
CCc1cccc(NC(=O)NC2CCCCC2)c1	-1.3	-4.3	-0.1	21.6	4.1	-11.5	0.5	0.1	9.1
O=C1C=C(N2CCCCC2)C2(CCCCC2)O1	-12.8	0.9	0.1	6.7	0.6	-1.5	4.2	0.1	0.5
COc1cc(/C=N/NC(=O)C2COc3ccccc3O2)cc(OC)c1OC (stereo not drawn)	-1.6	-1.9	1.3	-2.4	1.5	-3.8	21.3	-0.2	-1.1
CC1(C)CC(=O)c2sc(N)nc2C1	-6.9	2.7	2.2	-2.6	1.7	-4.8	-13.8	-0.5	1.8
COc1ccc(CNC(=O)c2cccc3c2C(=O)N(Cc2cccnc2)C3)cc1	-5.1	5.4	0.1	-20.8	-9.7	-9.8	-6.1	-0.3	3.3
Cc1csc2ncc(C(=O)Nc3ccc(C(F)(F)F)cc3)c(=O)n12	13.2	3.0	-0.1	-11.2	-1.0	-2.4	-4.6	-0.9	-15.9
O=C(Nc1ccccc1)c1cccc(=O)o1	0.4	2.8	1.6	-8.1	5.8	-12.3	-1.7	-1.9	-1.9
COc1cc(NC(=O)C(=O)NCCN2CCNCC2)c(OC)cc1Cl	-2.7	-0.9	1.2	-0.2	-8.4	-2.5	-3.8	0.4	10.6
Cc1ccccc1C(=O)O/N=C/c1c(N2CCOCC2)n(C)c2ccccc12	21.1	-5.2	-1.0	-9.9	6.0	-1.6	2.2	0.4	-4.5
Cc1ccc(S(=O)(=O)NN=Cc2ccco2)cc1	-5.9	-0.1	-0.8	14.3	-8.6	-0.4	0.6	0.1	-52.4
CCOC(=O)N1CCC(C(N)=O)CC1	-5.2	1.7	1.6	-0.4	-3.5	-2.7	8.4	0.5	-1.5
CC(C)C(=O)Nc1ccc(Nc2ccccc2)cc1	-3.8	4.0	-0.9	-11.7	-1.2	-5.9	0.0	-0.9	-12.2
CN(C)C=Nc1ncc2c3ccccc3n(Cc3ccccc3)c2c1C#N	20.4	-10.5	-1.6	-11.5	-4.0	-2.6	-4.3	-0.3	9.3

Further entries.
SMILES	FAS-TE inh	MT1-MMP act inh	MsrA inh	SKN-1 inh	E coli Lon inh	bovine MsrA act	CendR NRP1 mod	TbMetRS inhib	PABP1 MLLE inh
O=C(Nc1ccc(Br)c2cccnc12)c1ccc(Cn2cc([N+](=O)[O-])cn2)o1	39.1	1.5	0.0	5.9	2.2	-1.2	-16.8	0.1	-1.4
Cc1ccc(S(=O)(=O)NCCC(=O)OCC(=O)N(Cc2ccccc2)C(C)(C)C)cc1C	17.9	-3.8	0.2	15.8	0.8	0.4	-1.1	-0.4	-10.6
O=S(=O)(Nc1ccc(O)c2ccccc12)c1cccs1	-0.8	-3.1	-0.1	-8.3	9.5	3.5	1.6	0.8	13.1
COc1cc(NC(=S)N(C)CCC#N)c(OC)cc1Cl	-4.2	0.9	-0.6	-1.1	1.3	-6.7	2.1	-0.9	-8.6
CC(C)(C)C(CO)NC(=O)c1ccc[nH]1 (stereo not drawn)	-13.3	2.6	0.4	-8.5	-18.6	-3.6	4.6	-0.1	2.1
Clc1ccccc1Sc1cnc2ccccc2n1	14.7	2.1	1.9	20.9	3.1	-0.4	16.2	0.0	-1.0
CC(C)C[C@@H](CNCC(=O)[C@H](CC(C)C)NC(=O)c1[nH]cnc1C(=O)N[C@@H](C)CN)NC(=O)c1nc[nH]c1C(=O)N[C@@H](CC(C)C)C(=O)O	-7.8	-0.9	-1.1	-13.5	-9.8	-11.1	1.2	-0.5	0.5
CCOc1ccc(S(=O)(=O)Nc2cccc(C(=O)NCC(c3ccco3)N3CCCC3)c2)cc1 (stereo not drawn)	4.7	-5.5	1.2	12.1	-0.5	-1.4	-16.1	-0.3	-5.5
O=C(COc1c(Br)cc(Br)c2cccnc12)Nc1ccccc1F	1.6	2.7	0.5	0.2	0.0	-2.0	-2.7	0.1	-17.3
